# GSK3B inh – blocks human GSK3beta kinase activity; GST-GSK3beta kinase, ADP-Glo luminescence, 60 min; hits give low values; 300,000 compounds, 0.038% hits; activity score (negative = inhibition), % at 10 µM;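 active means more than half of replicate wells score below -50%, meaning over 50% inhibition versus plate controls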;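 further: 0% = median DMSO wells and -100% = median GW8510 positive control wells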
#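 Assay system: GST-fused GSK3beta enzyme, cell-free / Medium: Tris pH 7.5 buffer with MgCl2, DTT, BSA, heparin / Also added: peptide substrate plus 25 µM ATP (final) / Compound: 10 µM single point / Timing: kinase reaction with compound 60 min at room temperature / Detection: ADP-Glo luminescence / Benchmarks: DMSO neutral wells and GW8510 at 20 µM as positive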
# Dyrk1A ADPGlo – blocks rat Dyrk1A kinase activity. AID 504441. inhibition, % at 12.5 µM. 310,000 compounds, 0.43% hits. ADP-Glo luminescence, NFATc1 peptide; in the data active means inhibition above about 50%;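 further: plate controls were vehicle with enzyme for no effect and no enzyme for full effect; many of its hits are not listed in these tables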
# HDAC3 inhib – human HDAC3 inhibition | O15379 | recombinant HDAC3, fluorogenic peptide/trypsin coupled, fluorescence | inhibition, % at 8.3 µM | 320,000 compounds, 0.15% hits | AID 2718; in the data active means inhibition above about 26%, passing the limit was not always enough
# KCNQ1 pot – potentiates or activates the human KCNQ1 potassium channel; B-score at 10 µM; P51787; 310,000 compounds, 0.35% hits; CHO-K1 KCNQ1, thallium flux FluxOR fluorescence; hits give high values;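 active means fluorescence ratio B-score, a plate-corrected score, at least three library SD, with initial intensity B-score within 5 SD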
#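 assay system = KCNQ1-transfected CHO-K1 cells | medium = assay buffer with matched DMSO | probe or stimulus = depolarizing K+/Tl+ stimulus, K2SO4 and Tl2SO4 each 12.5 mM in 5x stock | dosing = single dose | incubation = dye 90 min, compound 20 min, room temperature | detection = kinetic FluxOR fluorescence, 10 s baseline plus 110 s post-stimulus | evaluation = ratio B score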
# KCNK9 block – blocks the human KCNK9 two-pore domain potassium channel; B-score at 10 µM; 310,000 compounds, 1.2% hits; HEK293 KCNK9, FluxOR thallium flux fluorescence; hits give low values;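 active means ratio B-score over 3 SD below the library mean, with starting fluorescence within 5 SD of its mean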;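 further: negative B-score means less thallium flux so channel inhibition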
# KCNQ1 inh – human KCNQ1 channel inhibition. P51787. CHO-K1 KCNQ1, FluxOR thallium flux fluorescence; hits give high values. B-score at 10 µM. 310,000 compounds, 1.3% hits. AID 2642;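 active means compounds whose thallium flux B-score, printed positive for inhibition, exceeds three library SD while starting fluorescence stays within three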;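 further: channel opened by potassium depolarization with thallium stimulus after 20 min compound exposure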
# RGS4 act – potentiators or activators of RGS4 | HEK293 M3R/inducible RGS4, carbachol calcium flux Fluo4; hits give low values | B-score at 10 µM | 310,000 compounds, 0.92% hits | AID 463111;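 active means B-score of the integrated calcium signal more than 4 SD below the library mean, with starting fluorescence not abnormally high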;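 further: negative B-score means reduced calcium response which marks RGS4 activation or potentiation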
#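 test system = M3R-expressing HEK293 line, RGS4 induced by doxycycline | probe or stimulus = carbachol at ECmax as muscarinic agonist stimulus | timing = dye loading 30 min 37 °C, buffer rest 30 min RT | signal = calcium dye Fluo4 fluorescence | evaluation = B score from integrated fluorescence ratio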
# PolyA inhibitor – yeast polyadenylation inhibition; 300,000 compounds, 0.02% hits; AID 1875; calls only at 12 µM; S. cerevisiae SKY197-pL101 polyadenylation reporter, beta-gal luminescence; efflux-impaired pdr1/pdr3 knockout yeast; score 100 = 6 SD above DMSO;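 active means lowest replicate activity score at least 50, where 100 means six control SD above control mean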;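 further: yeast exposed to compound for 9 h at 30 °C; higher score means more reporter readthrough which indicates perturbed polyadenylation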
# KCNK3 inh – human KCNK3 channel inhibition, primary screen. CHO-KCNK3 thallium flux, FluxOR fluorescence; hits give low values. O14649. 340,000 compounds, 0.84% hits. B-score at 10 µM;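 active means B-score under library mean minus 4 SD, starting fluorescence ratio at most library mean plus 5 SD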;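 further: more negative B-score means stronger inhibition of thallium flux through KCNK3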
# GSK3A inh – human GSK-3 alpha kinase inhibition. P49840. ADP-Glo luminescence, 60 min. inhibition, % at 10 µM. 320,000 compounds, 0.1% hits. AID 2650;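 in the data active means inhibition above about 50%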;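 further: GST-tagged GSK-3 alpha with peptide substrate and 25 µM ATP; 0% = DMSO neutral wells and 100% = GW8510 positive control wells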
# hERG rescue – hERG (human) protection from proarrhythmic block; 310,000 compounds, 0.51% hits; activation (rescue from dofetilide block), less the hit threshold, % at 10 µM; AID 1511; CHO-hERG, FluxOR thallium flux, dofetilide IC70 present;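 active means activation above the mean of controls blocked by dofetilide plus 5 SD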;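 further: thallium influx through hERG after potassium depolarization seen as dye fluorescence rise; in these data hits start at about 4.7%; inactives centre near -7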
# Target sequence (Q12809 whole entry, looked up): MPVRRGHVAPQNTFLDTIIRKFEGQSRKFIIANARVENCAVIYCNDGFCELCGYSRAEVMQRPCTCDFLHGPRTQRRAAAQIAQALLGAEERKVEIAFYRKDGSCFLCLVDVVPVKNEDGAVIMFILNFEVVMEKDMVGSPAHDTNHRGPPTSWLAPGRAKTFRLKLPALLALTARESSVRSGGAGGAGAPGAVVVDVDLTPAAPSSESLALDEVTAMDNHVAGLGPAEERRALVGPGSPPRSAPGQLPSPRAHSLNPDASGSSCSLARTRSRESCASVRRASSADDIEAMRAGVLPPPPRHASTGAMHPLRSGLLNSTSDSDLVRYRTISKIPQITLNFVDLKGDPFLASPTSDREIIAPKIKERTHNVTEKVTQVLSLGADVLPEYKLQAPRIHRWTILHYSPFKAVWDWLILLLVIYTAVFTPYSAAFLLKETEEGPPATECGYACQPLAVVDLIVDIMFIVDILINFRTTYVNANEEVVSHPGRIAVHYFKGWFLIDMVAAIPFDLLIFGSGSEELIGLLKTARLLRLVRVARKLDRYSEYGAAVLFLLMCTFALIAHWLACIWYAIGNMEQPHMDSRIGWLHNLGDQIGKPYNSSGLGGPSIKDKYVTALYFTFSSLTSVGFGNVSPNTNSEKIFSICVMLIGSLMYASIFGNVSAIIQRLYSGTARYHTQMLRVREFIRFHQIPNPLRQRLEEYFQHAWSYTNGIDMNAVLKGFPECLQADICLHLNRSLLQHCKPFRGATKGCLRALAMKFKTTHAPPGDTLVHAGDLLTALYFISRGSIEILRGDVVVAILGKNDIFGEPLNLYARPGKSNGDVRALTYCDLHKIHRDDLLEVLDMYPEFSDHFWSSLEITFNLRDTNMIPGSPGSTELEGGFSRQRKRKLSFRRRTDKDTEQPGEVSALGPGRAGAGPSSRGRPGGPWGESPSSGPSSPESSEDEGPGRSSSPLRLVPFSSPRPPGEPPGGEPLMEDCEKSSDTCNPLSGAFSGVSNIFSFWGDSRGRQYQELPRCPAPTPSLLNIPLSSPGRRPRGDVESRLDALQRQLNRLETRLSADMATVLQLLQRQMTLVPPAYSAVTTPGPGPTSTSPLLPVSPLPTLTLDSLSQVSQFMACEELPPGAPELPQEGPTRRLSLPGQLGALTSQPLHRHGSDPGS
# An asterisk follows results filed as active; i = inactive; x = no result given. This is a subset (hit frequency here may not be typical).
SMILES,GSK3B inh,Dyrk1A ADPGlo,HDAC3 inhib,KCNQ1 pot,KCNK9 block,KCNQ1 inh,RGS4 act,PolyA inhibitor,KCNK3 inh,GSK3A inh,hERG rescue
Cc1cc(Cl)ccc1NNC(=O)c1c(C)noc1C,1,x,x,i,i,i,i,i,i,5,-10
CCCCOc1ccccc1/C=N/NC(=O)CC#N,1,-4,1,i,i,i,i,i,i,1,-2
O=C(NNC(=O)c1cc(-c2ccncc2)nc2ccccc12)c1ccccc1O,-7,11,1,i,i,i,i,i,i,0,-11
COc1ccccc1N1CCN(CC(=O)c2c(C)n(C)c3ccccc23)CC1,0,-6,13,i,i,i,i,i,i,1,-13
CCCCCCCC(=O)NNC(=O)Cc1ccccc1,-4,-2,-2,i,i,i,i,i,i,-10,-11
CCCCn1c2c(c(=N)c3ccccc31)CCC2,52,-2,4,i,i,i,i,i,i,-2,-17
CO/N=C(/CS(=O)c1ccc(Br)cc1)c1ccc(OC)cc1 (configuration not stated),-4,2,5,i,i,i,i,x,i,-3,-11
Nc1ccc(O)c2ccccc12,-2,x,-1,i,i,i,i,i,x,7,-34
O=C(CCS(=O)(=O)c1ccccc1)N1CCN(c2ccccc2F)CC1,0,-4,-2,i,i,i,i,i,i,1,-8
Cc1ccc2nc(-c3ccc(N4C(=O)CC(N5CCN(CCO)CC5)C4=O)cc3)sc2c1 (configuration not stated),-1,5,-4,i,i,i,i,i,i,-2,-12
Cc1cc(C)cc(NC(=O)CCC(=O)N2CCSc3ccccc32)c1,0,5,x,i,i,i,i,i,i,x,-9
Cc1ccc(S(=O)(=O)N2CCC(=O)N(C(COCc3ccccc3)C(C)C)CC2)cc1 (configuration not stated),-2,-3,4,i,i,i,i,i,i,-3,-8
CCN(CC)CCn1c2c(c(SCC(=O)Nc3ccc(C(C)C)cc3)nc1=O)CCC2,8,1,-15,i,i,i,i,i,i,0,-8
Cc1oc(-c2ccc(Cl)cc2)nc1CN1CCC(C(=O)NCCCN2CCOCC2)CC1,0,-7,-4,i,i,i,i,i,i,x,-6
O=C(Nc1nnc(-c2ccncc2)o1)C1CCCCC1,-2,-2,-7,i,i,i,i,i,i,1,-5
CC(C)(C)C1CCC(OCC(O)CN2CCN(Cc3ccccc3)CC2)CC1 (configuration not stated),4,4,3,i,i,i,i,i,i,-1,-8
COc1cc([N+](=O)[O-])ccc1NC(=O)COC(=O)C=C(C)C,5,14,2,i,i,i,i,i,i,10,-20
CCN(C(=O)CN1CCN(c2ccc(O)cc2)CC1)c1c(N)n(Cc2ccccc2)c(=O)[nH]c1=O,2,-2,-1,i,i,i,i,i,i,0,-7
Cc1ccc(-n2c(=O)c3c4c(sc3n3c(C)nnc23)COC(C(C)C)C4)cc1 (configuration not stated),-1,-5,-4,i,i,i,i,i,i,-1,-8
COC(=O)C(Cc1ccccc1)NC(=O)C12CC3CC(CC(C3)C1)C2 (configuration not stated),-5,-2,4,i,i,i,i,i,i,-3,-10

# Some of the entries so far, as labelled records.
CC(C)(C)C1CCC(OCC(O)CN2CCN(Cc3ccccc3)CC2)CC1 (configuration not stated)
  GSK3B inh: 4	Dyrk1A ADPGlo: 4	HDAC3 inhib: 3	KCNQ1 pot: i	KCNK9 block: i	KCNQ1 inh: i	RGS4 act: i	PolyA inhibitor: i	KCNK3 inh: i	GSK3A inh: -1	hERG rescue: -8
O=C(Nc1nnc(-c2ccncc2)o1)C1CCCCC1
  GSK3B inh: -2	Dyrk1A ADPGlo: -2	HDAC3 inhib: -7	KCNQ1 pot: i	KCNK9 block: i	KCNQ1 inh: i	RGS4 act: i	PolyA inhibitor: i	KCNK3 inh: i	GSK3A inh: 1	hERG rescue: -5

# Next section:
SMILES,GSK3B inh,Dyrk1A ADPGlo,HDAC3 inhib,KCNQ1 pot,KCNK9 block,KCNQ1 inh,RGS4 act,PolyA inhibitor,KCNK3 inh,GSK3A inh,hERG rescue
Cn1c(=O)n(C)c2cc([N+](=O)[O-])c(N3CCN(C(=O)c4ccc(F)cc4)CC3)cc21,1,-3,2,i,i,i,i,i,i,2,-9
CSCCC(NS(=O)(=O)c1ccc2c(c1)OCCO2)C(=O)NCCc1ccccn1 (configuration not stated),1,4,4,i,i,i,i,i,i,0,-9
Cc1ccc(C)c(NC(=O)CCC(=O)N/N=C/c2cc([N+](=O)[O-])ccc2O)c1,-1,-55,6,i,i,i,i,i,i,1,-9
Cc1cccc(C)c1N1CCN(C(=O)N2CCOCC2)CC1,1,x,-1,i,i,i,i,i,i,-3,-16
N#C/C(=C(/O)CCl)c1nnc2n1CCCCC2,-5,-1,1,i,i,i,i,i,i,-1,-10
O=C(/C=N/O)NCCCn1ccnc1,1,0,3,i,i,i,i,i,i,-3,-7
CCOc1cc(Br)ccc1S(=O)(=O)N1CCC(C(N)=O)CC1,-22,4,-4,i,i,i,i,i,i,-1,-9
Cc1noc(NS(=O)(=O)c2ccc(NC(=O)C34CC5CC(C3)CC(n3cnc(Cl)n3)(C5)C4)cc2)c1C,4,-7,4,i,i,i,i,i,i,-2,-9
O=C(NCCc1csc(-c2cccnc2)n1)c1c(F)cccc1F,1,18,3,i,i,i,i,i,i,x,-8
COc1ccc(OC)c(NC(=O)CN(c2ccc(OC)c(Cl)c2)S(C)(=O)=O)c1,4,4,7,i,i,i,i,i,i,-5,-7
Cc1cc2cc3c(cc2nc1SCC(=O)N1c2ccccc2CC1C)OCO3 (configuration not stated),3,-3,4,i,i,6*,i,i,i,-1,-4
COc1ccc(O/C(=N\S(=O)(=O)c2ccccc2)c2ccccc2)cc1,2,9,0,i,i,i,i,i,i,-6,-7
CCOc1ccccc1NC(=O)c1ccc(F)c(S(=O)(=O)N2CCC3(CC2)OCCO3)c1,-9,2,0,i,i,i,i,i,i,0,-16
CC(c1ccc(F)cc1)n1cc(C(=O)NCc2ccccn2)nn1 (configuration not stated),1,-2,2,i,i,i,i,i,i,x,-7
O=C(c1cn(-c2ccccc2)nc1-c1cc2ccccc2oc1=O)N1CCOCC1,0,1,-9,i,i,i,i,i,i,-8,-5
COCc1cc(C)nc(OC)c1C(N)=O,3,-3,-5,i,i,i,i,i,i,1,-15
COc1ccc(N(CC(=O)Nc2ccc3c(c2)OCCO3)S(=O)(=O)c2c(C)noc2C)cc1,0,5,0,i,i,i,i,i,i,3,-15
CCCc1cc(=O)n2[nH]c(Cc3ccccc3)nc2n1,1,-1,4,i,i,i,i,i,i,-4,-9
COC(=O)c1ccc(OCC(O)CNCC(c2ccc(OC)cc2)N(C)C)c(OC)c1 (configuration not stated),-1,4,-9,i,i,i,i,i,i,-3,-6
CCN1C(=O)C2CCCCN2c2ccc(C(=O)NCCOC)cc21 (configuration not stated),1,-3,-7,i,i,i,i,i,i,0,-8

# Laid out differently: entries from further up
Cc1ccc(S(=O)(=O)N2CCC(=O)N(C(COCc3ccccc3)C(C)C)CC2)cc1 (configuration not stated)
  GSK3B inh: -2
  Dyrk1A ADPGlo: -3
  HDAC3 inhib: 4
  KCNQ1 pot: i
  KCNK9 block: i
  KCNQ1 inh: i
  RGS4 act: i
  PolyA inhibitor: i
  KCNK3 inh: i
  GSK3A inh: -3
  hERG rescue: -8
Cc1cc2cc3c(cc2nc1SCC(=O)N1c2ccccc2CC1C)OCO3 (configuration not stated)
  GSK3B inh: 3
  Dyrk1A ADPGlo: -3
  HDAC3 inhib: 4
  KCNQ1 pot: i
  KCNK9 block: i
  KCNQ1 inh: 6*
  RGS4 act: i
  PolyA inhibitor: i
  KCNK3 inh: i
  GSK3A inh: -1
  hERG rescue: -4
CCN(CC)CCn1c2c(c(SCC(=O)Nc3ccc(C(C)C)cc3)nc1=O)CCC2
  GSK3B inh: 8
  Dyrk1A ADPGlo: 1
  HDAC3 inhib: -15
  KCNQ1 pot: i
  KCNK9 block: i
  KCNQ1 inh: i
  RGS4 act: i
  PolyA inhibitor: i
  KCNK3 inh: i
  GSK3A inh: 0
  hERG rescue: -8
CCOc1ccccc1NC(=O)c1ccc(F)c(S(=O)(=O)N2CCC3(CC2)OCCO3)c1
  GSK3B inh: -9
  Dyrk1A ADPGlo: 2
  HDAC3 inhib: 0
  KCNQ1 pot: i
  KCNK9 block: i
  KCNQ1 inh: i
  RGS4 act: i
  PolyA inhibitor: i
  KCNK3 inh: i
  GSK3A inh: 0
  hERG rescue: -16

# Copied from the list:
# Cc1ccc2nc(-c3ccc(N4C(=O)CC(N5CCN(CCO)CC5)C4=O)cc3)sc2c1 (configuration not stated) @ Dyrk1A ADPGlo: 5
# Cc1ccc(S(=O)(=O)N2CCC(=O)N(C(COCc3ccccc3)C(C)C)CC2)cc1 (configuration not stated) @ hERG rescue: -8
# Cn1c(=O)n(C)c2cc([N+](=O)[O-])c(N3CCN(C(=O)c4ccc(F)cc4)CC3)cc21 @ GSK3A inh: 2

# Following part:
SMILES,GSK3B inh,Dyrk1A ADPGlo,HDAC3 inhib,KCNQ1 pot,KCNK9 block,KCNQ1 inh,RGS4 act,PolyA inhibitor,KCNK3 inh,GSK3A inh,hERG rescue
CNC(=O)c1c(NC(=O)CS(=O)(=O)c2ccc(F)cc2)sc(C)c1C,5,-1,x,i,i,i,i,i,i,x,-5
Cc1ccc(NC(=O)CN(C)S(=O)(=O)c2ccc(Br)s2)cc1F,1,-3,-1,i,i,i,i,i,i,-2,-11
CCOC(=O)Nc1ccc2c(COC(=O)CNS(=O)(=O)c3ccc(NC(C)=O)cc3)cc(=O)oc2c1,-3,0,-67,i,i,i,i,i,i,-1,-12
CCn1cc2nc(SCC(=O)Nc3ccc(OC)cc3OC)n(Cc3ccc(OC)cc3)c(=O)c2n1,-6,-1,8,i,i,i,i,i,i,-2,-5
Cc1cc(Br)ccc1SCC(=O)OCC(=O)NCc1ccc2c(c1)OCO2,-2,2,4,i,i,i,i,i,i,2,-9
COC(=O)c1ccc2c(=O)n(Cc3ccco3)c(SCC(=O)Nc3ccccc3Cl)nc2c1,1,-7,4,i,i,i,i,i,i,1,-8
COc1cc(C(=O)COC(=O)c2cnc(C)cn2)ccc1OC(F)F,2,-2,1,i,i,i,i,i,i,0,-8
O=C(NNc1ccccc1)C(=O)NNS(=O)(=O)c1ccc([N+](=O)[O-])cc1,3,-8,0,i,i,i,i,i,i,-2,-6
